Screening results as filed in PubChem BioAssay.
GSK3A inh = human GSK-3 alpha kinase inhibition; P49840; ADP-Glo luminescence, 60 min; inhibition, % at 10 µM; 320,000 tested, 0.1% active;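 in the data active means inhibition above about 50%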;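 further: GST-tagged GSK-3 alpha with peptide substrate and 25 µM ATP; 0% = DMSO neutral wells and 100% = GW8510 positive control wells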
RGS4 block = inhibitors of human RGS4. P49798. HEK293 M3R/RGS4 inducible, Fluo-4 calcium flux; active compounds read high; triggered by carbachol at its EC20. B-score at 10 µM. 310,000 tested, 0.45% active;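 active means B-score, a plate-corrected calcium signal, over three deviations above library mean, with baseline fluorescence within five deviations of library mean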;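 further: RGS4 expression induced by doxycycline in cells with stable M3 receptor; B-score is computed from the integrated fluorescence ratio over baseline after carbachol; higher B-score means a larger calcium signal and so more RGS4 inhibition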
Target sequence (P49798 whole entry, looked up): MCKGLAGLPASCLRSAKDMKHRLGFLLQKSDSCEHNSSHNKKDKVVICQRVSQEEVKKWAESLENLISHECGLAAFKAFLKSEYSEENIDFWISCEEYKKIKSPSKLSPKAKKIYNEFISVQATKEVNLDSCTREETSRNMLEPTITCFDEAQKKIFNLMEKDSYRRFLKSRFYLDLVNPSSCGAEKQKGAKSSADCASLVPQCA
PolyA inh = inhibitors of polyadenylation in S. cerevisiae. 300,000 tested, 0.02% active. calls only at 12 µM. S. cerevisiae SKY197-pL101 polyadenylation reporter, beta-gal luminescence; efflux-impaired pdr1/pdr3 knockout yeast; score 100 = 6 SD above DMSO. AID 1875;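 active means lowest replicate activity score at least 50, where 100 means six control SD above control mean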;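 further: yeast exposed to compound for 9 h at 30 °C; higher score means more reporter readthrough which indicates perturbed polyadenylation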
KCNQ1 inh = inhibitors of human KCNQ1 potassium channel; P51787; CHO-K1 KCNQ1, FluxOR thallium flux fluorescence; active compounds read high; B-score at 10 µM; 310,000 tested, 1.3% active;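 active means compounds whose thallium flux B-score, printed positive for inhibition, exceeds three library SD while starting fluorescence stays within three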;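 further: channel opened by potassium depolarization with thallium stimulus after 20 min compound exposure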
KCNK3 inh = human KCNK3 channel inhibition, primary screen; CHO-KCNK3 thallium flux, FluxOR fluorescence; active compounds read low; O14649; 340,000 tested, 0.84% active; B-score at 10 µM; AID 602410;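 active means B-score under library mean minus 4 SD, starting fluorescence ratio at most library mean plus 5 SD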;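 further: more negative B-score means stronger inhibition of thallium flux through KCNK3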
KCNQ1 act = potentiates or activates the human KCNQ1 potassium channel | CHO-K1 KCNQ1, thallium flux FluxOR fluorescence; active compounds read high | P51787 | B-score at 10 µM | 310,000 tested, 0.35% active;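 active means fluorescence ratio B-score, a plate-corrected score, at least three library SD, with initial intensity B-score within 5 SD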
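Material: CHO-K1 cells stably expressing KCNQ1. Medium: assay buffer for compound exposure, DMSO matched across wells. Reagent: K+/Tl+ depolarizing stimulus. Compound dosing: single-concentration screen. Times: 37 °C overnight plating, 90-min dark dye load, 20-min compound pretreatment. Technique: FluxOR Tl+ flux fluorescence.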
RGS4 act = RGS4 potentiation or activation; 310,000 tested, 0.92% active; HEK293 M3R/inducible RGS4, carbachol calcium flux Fluo4; active compounds read low; B-score at 10 µM;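 active means B-score of the integrated calcium signal more than 4 SD below the library mean, with starting fluorescence not abnormally high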;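 further: negative B-score means reduced calcium response which marks RGS4 activation or potentiation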
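Material: M3R-expressing HEK293 line, RGS4 induced by doxycycline | Schedule: Overnight RGS4 induction, 30 min dye load 37 °C, 20 min compound RT | Measured by: Fluo4 fluorescence kinetic imaging of calcium | Read-out: Integrated calcium ratio converted to B score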
hERG protect = hERG (human) protection from proarrhythmic block | 310,000 tested, 0.51% active | Q12809 | activation (rescue from dofetilide block), less the hit threshold, % at 10 µM | CHO-hERG, FluxOR thallium flux, dofetilide IC70 present;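 active means activation above the mean of controls blocked by dofetilide plus 5 SD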;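 further: thallium influx through hERG after potassium depolarization seen as dye fluorescence rise; in these data hits start at about 4.7%; inactives centre near -7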
KCNK9 inh = human KCNK9 channel inhibition | AID 488922 | Q9NPC2 | HEK293 KCNK9, FluxOR thallium flux fluorescence; active compounds read low | B-score at 10 µM | 310,000 tested, 1.2% active;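 active means ratio B-score over 3 SD below the library mean, with starting fluorescence within 5 SD of its mean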;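 further: negative B-score means less thallium flux so channel inhibition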
Target sequence (Q9NPC2 whole entry, looked up): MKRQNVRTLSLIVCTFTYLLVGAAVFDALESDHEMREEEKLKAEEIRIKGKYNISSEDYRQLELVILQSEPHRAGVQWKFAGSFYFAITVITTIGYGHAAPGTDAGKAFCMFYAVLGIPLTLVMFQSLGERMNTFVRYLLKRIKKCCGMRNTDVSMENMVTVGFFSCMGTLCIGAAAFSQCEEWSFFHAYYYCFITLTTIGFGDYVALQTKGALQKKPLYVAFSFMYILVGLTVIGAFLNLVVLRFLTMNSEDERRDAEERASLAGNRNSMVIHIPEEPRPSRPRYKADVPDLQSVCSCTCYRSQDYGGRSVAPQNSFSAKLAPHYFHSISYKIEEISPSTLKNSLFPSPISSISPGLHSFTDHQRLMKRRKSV
GSK3B inh = inhibitors of human GSK3beta kinase | P49841 | GST-GSK3beta kinase, ADP-Glo luminescence, 60 min; active compounds read low | activity score (negative = inhibition), % at 10 µM | 300,000 tested, 0.038% active;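 active means more than half of replicate wells score below -50%, meaning over 50% inhibition versus plate controls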;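 further: 0% = median DMSO wells and -100% = median GW8510 positive control wells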
Target sequence (P49841 whole entry, looked up): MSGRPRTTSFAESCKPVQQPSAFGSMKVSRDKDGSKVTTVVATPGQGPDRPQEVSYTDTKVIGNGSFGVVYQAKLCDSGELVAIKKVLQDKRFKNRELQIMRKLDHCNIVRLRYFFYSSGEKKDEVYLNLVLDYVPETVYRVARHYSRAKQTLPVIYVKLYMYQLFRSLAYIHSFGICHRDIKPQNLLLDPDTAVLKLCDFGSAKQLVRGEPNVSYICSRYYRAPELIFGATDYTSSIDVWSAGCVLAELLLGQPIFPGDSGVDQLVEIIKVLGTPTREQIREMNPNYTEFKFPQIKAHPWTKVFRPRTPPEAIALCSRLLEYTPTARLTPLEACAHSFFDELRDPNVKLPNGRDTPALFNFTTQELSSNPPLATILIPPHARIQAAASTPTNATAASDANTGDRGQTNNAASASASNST
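Test system: GST-fused GSK3beta enzyme, cell-free | Quantity: 1.6 ng GST-GSK3beta enzyme per well | Reagent: 25 µM ATP with peptide substrate | Schedule: 60 min enzyme reaction, room temperature | Signal: Luminescent ADP-Glo measurement of ADP formed | Read-out basis: Score relative to plate controls | Control set: DMSO and 20 µM GW8510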
DYRK1A inh = inhibitors of rat Dyrk1A kinase; ADP-Glo luminescence, NFATc1 peptide; 310,000 tested, 0.43% active; inhibition, % at 12.5 µM; Q63470; in the data active means inhibition above about 50%;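 further: plate controls were vehicle with enzyme for no effect and no enzyme for full effect; many of its hits are not listed in these tables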
Numbers without * were called inactive; i = inactive; . = not tested or not shown.

SMILES	GSK3A inh	RGS4 block	PolyA inh	KCNQ1 inh	KCNK3 inh	KCNQ1 act	RGS4 act	hERG protect	KCNK9 inh	GSK3B inh	DYRK1A inh
O=C(O)CSc1nccc2ccccc12	-3.3	i	i	i	i	i	i	-8.2	i	-0.3	2.9
O=C(COc1ccccc1)Nc1cccc2nsnc12	-1.2	i	i	i	i	i	i	-6.9	i	0.9	28.8
Cn1c(=O)c2c(ncn2CC(=O)N2CCN(c3cccc(Cl)c3)CC2)n(C)c1=O	0.3	i	i	i	i	i	i	-6.9	i	-0.8	-2.6
COc1ccc(C(=O)OCc2csc(C)n2)c(O)c1	-3.1	i	i	i	i	i	i	-6.8	i	-5.6	.
CC(OC(=O)CSc1ccc([N+](=O)[O-])cc1)C(=O)NCc1ccco1 (stereo not drawn)	0.2	i	i	i	i	i	i	-9.2	i	1.2	3.4
Cc1cc(C(=O)OCC(=O)Nc2cc(S(=O)(=O)N(C)C)ccc2C)c(C)o1	1.2	i	i	i	.	i	i	-17.8	i	-1.7	.
O=C(NC(=S)N1CCN(C/C=C/c2ccccc2)CC1)c1ccc(Cl)nc1	0.7	i	i	i	i	i	i	3.1	i	-6.0	-3.5
O=C(O)/C=C/c1cn(-c2ncc(C(F)(F)F)cc2Cl)c2ccccc12	-1.4	i	i	i	i	i	i	3.6	i	3.4	17.8
CCOC(=O)N1CCN(C(=O)C(CC(C)C)NC(=O)C2CCCCC2)CC1 (stereo not drawn)	-1.2	i	i	i	i	i	i	-11.4	i	2.5	-2.2
CCOC(=O)CNC(=O)c1ccc(SCC)cc1	-0.4	i	i	i	i	i	i	-5.3	i	-0.1	3.8
CCOC(=O)C1CCCN(C(=O)c2cc3c(OC)c(OC)c(OC)cc3[nH]2)C1 (stereo not drawn)	-3.5	i	i	i	i	i	i	-0.5	i	4.2	1.7
Cc1cc(C)n(-c2nc3sc4c(c3c(=O)[nH]2)CCCC4)n1	-3.3	i	i	i	.	13*	i	-5.4	i	-0.7	.
CC(=O)c1ccc(N2C(=NC(=O)C3CCCO3)SC3CS(=O)(=O)CC32)cc1 (stereo not drawn)	-1.2	i	i	i	i	i	i	-8.4	i	1.8	-9.3
Cc1cc(N2CCN(c3ccc(C(F)(F)F)cc3[N+](=O)[O-])CC2)c2ccccc2n1	-1.3	i	i	i	i	i	i	-14.2	i	-1.5	-2.0
O=C(C[n+]1cc(-c2ccc(F)cc2)n2c1CCC2)OCc1ccccc1	-0.5	i	i	i	i	i	i	-5.7	i	1.0	-0.3
Cc1cc(C)c(OCC(=O)OCC(=O)N2CCCc3ccccc32)c(C)c1	-2.0	i	i	i	i	i	i	-14.1	i	1.6	-9.4
COC(=O)[C@H](CCSC)NC(=O)[C@@H](Cc1cnc[nH]1)NC(=O)OCc1ccccc1	-3.0	i	i	i	i	i	i	-1.0	i	10.2	2.6
CCCn1c(C)cc(C(=O)CSc2nc3nc(C)cc(C)n3n2)c1C	-0.3	i	i	i	i	i	i	-7.3	i	-1.0	4.0
Cc1ccccc1NC(=O)C(=O)Nc1ccccc1C	-1.9	i	i	i	i	i	i	-1.2	i	-0.3	-4.8
O=C(NNc1cc(Br)c(O)c(Br)c1)c1ccccc1	-1.0	i	i	i	i	i	i	-12.6	i	-2.8	3.5
COc1ccc(N2CCC(CNC(=S)Nc3cc(C)ccc3C)C2)cc1 (stereo not drawn)	-0.9	i	i	i	i	i	i	-11.8	i	1.9	-4.6
O=C1CCN(Cc2ccccc2)CCN1CCO	-1.0	i	i	i	i	i	i	-7.8	i	2.3	5.8
Cc1cc(=O)oc2n[nH]c(-c3ccccc3)c12	7.7	i	i	i	i	i	i	-2.8	i	-0.2	-1.7
COc1ccccc1C/C(N)=N/OC(=O)COc1ccccc1C	-0.9	i	i	i	i	i	i	-8.7	i	1.4	5.0
Fc1ccc(/C=N/Nc2nc3ccccc3[nH]2)cc1F	0.6	i	i	i	i	i	i	-2.7	i	0.2	.
Cc1ccc(CN2CCC(n3nccc3NC(=O)CCOc3ccccc3)CC2)cc1C	-1.4	i	i	i	i	i	i	-7.0	i	1.1	-3.1
CC(C)CCOC(=O)C1C(c2ccccc2)C(C(=O)O)C1c1ccccc1 (stereo not drawn)	-7.7	i	i	i	i	i	i	-10.5	i	4.8	-0.5
COc1ccc2oc(=O)c(C(=O)N3CCN(c4ccccc4F)CC3)cc2c1	4.0	i	i	i	i	i	i	-22.0	i	1.4	6.3
CCc1nnc(NC(=O)c2cc(-c3ccco3)nc3ccccc23)s1	-1.6	i	i	i	i	i	i	-21.9	i	3.1	.
O=C(Oc1cccc(O)c1)C1CCCCC1	0.7	i	i	i	.	i	i	-3.7	i	0.9	.
CCOC(=O)c1ccc(-n2c(CN3CCN(CCO)CC3)nc3ccc([N+](=O)[O-])cc3c2=O)cc1	1.5	i	i	i	i	i	i	-11.5	i	-1.8	2.2
COc1cc2c(cc1OC)C(COc1ccc(C(C)C)cc1)NCC2 (stereo not drawn)	-0.4	i	i	i	i	i	i	-7.6	i	-4.0	-3.2
CCCCCCC(c1c(C)n(C)n(-c2ccccc2)c1=O)c1c(C)n(C)n(-c2ccccc2)c1=O	-0.5	i	i	i	i	i	i	-15.6	i	-0.6	-2.6
O=C(CCc1nnc(CCCCc2ccccc2)o1)NCCc1cccnc1	-1.8	i	i	i	i	i	i	-9.8	i	-1.5	.
Cn1c(CC(=O)Nc2ccccc2)nnc1SCC(=O)NC1=NCCS1	-1.2	i	i	i	i	i	i	-7.8	i	0.8	-1.6
Cc1ccc2[nH]c(=O)c(CN(CCCO)C(C)c3nnnn3Cc3ccco3)cc2c1 (stereo not drawn)	-4.1	i	i	i	i	i	i	-15.0	i	1.3	1.2
O=C(COC(=O)c1ccc(Br)cc1)NC1CCCC1	-1.1	i	i	i	i	i	i	-6.7	i	-1.5	-1.7
CC(=O)NCCc1nc2cc(NS(=O)(=O)c3ccc(Cl)cc3)ccc2n1C	-3.9	i	i	i	i	i	i	-13.9	i	-2.6	12.0
O=S(=O)(/N=C(/Nc1ccccn1)c1ccccc1)c1ccc(Cl)cc1	-0.2	i	i	i	i	i	i	-9.0	i	-1.3	-3.8
CCOC(=O)C1CCCN(C(=O)CC(c2ccccc2)c2ccccc2)C1 (stereo not drawn)	.	i	i	i	i	i	i	-5.3	i	2.2	9.0
Cc1cc(C=O)c(C)n1-c1cccc(C(=O)O)c1	-1.7	i	i	i	i	i	i	-11.9	i	3.5	-2.0
COc1cc(-c2nc3ccc4ccccc4c3c3c2CCC3)cc(OC)c1OC	1.5	i	i	i	i	i	i	-3.1	i	0.4	0.0
CCOC(=O)Nc1ccc2c(c1)N(C(=O)N1CCN(C)CC1)c1ccccc1S2	-0.6	i	i	i	i	i	-7.32*	-23.1	i	0.6	6.9
COc1cc(OC)cc(C(C(=O)NC2CCCCC2)N(C(=O)c2ccno2)c2ccccc2)c1 (stereo not drawn)	2.9	i	i	i	i	i	i	-5.0	i	0.4	6.3
C=CCOc1ccc(CN(C)C(=O)CNC(=O)c2ccc(-c3ccccc3)cc2)cc1	2.0	i	i	i	i	i	i	0.9	i	0.7	10.1
Oc1ccc2ccccc2c1C=Nc1ccc(Cl)cn1	1.7	i	.	i	i	i	i	-4.1	i	0.2	5.8
CCOC(=O)c1c(C)oc2ccc(OC(=O)COc3c(F)c(F)c(F)c(F)c3F)cc12	-1.9	i	i	i	i	i	i	-12.9	i	-0.5	2.1
CCN(CCCNC(=O)C1CCCN(S(=O)(=O)c2cnc[nH]2)C1)c1ccccc1 (stereo not drawn)	2.7	i	i	i	i	i	i	-0.4	i	1.3	-10.8
COc1ccc(NC(=O)N2CCCc3ccccc32)c(OC)c1	0.5	i	i	i	i	i	i	-9.2	i	-6.6	-7.8
Cc1cc(-n2c(C)cc(C(=O)CSc3ncnc4ccccc34)c2C)no1	.	i	i	6*	i	i	i	-19.1	i	-8.3	8.7
C/C(=N\NC(=O)c1ccc(Cn2cc([N+](=O)[O-])cn2)o1)c1cccc(NC(=O)c2cccnc2)c1	-1.1	i	i	i	i	i	i	-4.9	i	0.1	1.0
CCN1CCN(C(=O)/C(=C/c2cccs2)NC(=O)c2ccc(C)c(C)c2)CC1	-2.1	i	i	i	i	i	i	-13.0	i	-0.6	1.8
Cc1cc(OC(C)C(=O)NCc2ccccn2)c2c(C)c(Cc3ccccc3)c(=O)oc2c1 (stereo not drawn)	-1.3	i	i	i	i	i	i	-11.9	i	-0.6	5.7
Cc1cc(C(C)(C)C)c(O)c(C(C)(C)C)c1	0.1	i	i	i	i	i	i	-7.4	i	-7.4	-1.0
Cc1ccc(S(=O)(=O)Cn2nnnc2CN2CCN(C(=O)c3ccco3)CC2)cc1	2.6	i	i	i	i	i	i	-4.9	i	0.8	16.8
CCOc1ccc(CCNC(=O)C2CCC(=O)N2C2CCCCC2)cc1OCC (stereo not drawn)	-0.8	i	i	i	i	i	i	0.9	i	2.3	-1.4
CCS(=O)(=O)Nc1ccc(C2=NN(C(=O)c3ccco3)C(c3cccc(F)c3)C2)cc1 (stereo not drawn)	4.1	i	i	i	i	i	i	-7.3	i	0.1	-0.9
COc1ccc(C(=O)NC(=S)N2CC(C)OC(C)C2)cc1OC (stereo not drawn)	-1.0	i	i	i	i	i	i	-11.5	i	-0.3	3.7
COc1ccc(-c2cc3ccccc3oc2=O)cc1NC(=O)c1ccc(Br)o1	.	i	i	i	i	i	i	-0.7	i	-5.0	4.6
Cc1cccc(-c2c3c(=O)n(C)c(=O)n(C)c3cn2CCO)c1	0.3	i	i	i	i	i	i	-4.5	i	-0.8	9.9
New compounds follow
SMILES	GSK3A inh	RGS4 block	PolyA inh	KCNQ1 inh	KCNK3 inh	KCNQ1 act	RGS4 act	hERG protect	KCNK9 inh	GSK3B inh	DYRK1A inh
O=C(O)c1ccc(Cl)c(NCc2ccncc2)c1	.	i	i	i	i	i	i	-0.4	i	-0.9	-2.3
CCOC(=O)c1cc(-c2cccc([N+](=O)[O-])c2)on1	5.8	i	i	i	i	i	i	2.1	i	-0.2	.
COC(=O)c1ccc2c(=O)n(CCCCCC(=O)NCc3ccccn3)c(=O)[nH]c2c1	-2.1	i	i	i	i	i	i	-7.6	i	2.9	6.1
Cc1nn2c(N3CCCC3)c3c(nc2c1-c1ccccc1)CCC3	-1.3	i	i	i	i	i	i	-11.2	i	-1.2	.
N#CCN1CCN(CC(=O)Nc2cccc3ccccc23)CC1	-0.8	i	i	i	i	i	i	-16.5	i	0.3	9.6

Some of the compounds tested; count on the stated rates, not on these rows.
